CBFb RUNX1 block = qHTS Assay for Compounds Blocking the Interaction Between CBF-beta and RUNX1 for the Treatment of Acute Myeloid Leukemia. Runt-related transcription factor 1 (Homo sapiens) + Core-binding factor subunit beta …. AlphaScreen CBFb-His/RUNX1-biotin binding, biochemical. Potency, µM (highest dose often 59.8 µM), inactives show at the highest dose activity, negative = inhibition, usual class: inhibitors. 230,000 tested, under 10 active; note: % of control where 0% means no effect
Target sequence (Q01196 whole entry, looked up): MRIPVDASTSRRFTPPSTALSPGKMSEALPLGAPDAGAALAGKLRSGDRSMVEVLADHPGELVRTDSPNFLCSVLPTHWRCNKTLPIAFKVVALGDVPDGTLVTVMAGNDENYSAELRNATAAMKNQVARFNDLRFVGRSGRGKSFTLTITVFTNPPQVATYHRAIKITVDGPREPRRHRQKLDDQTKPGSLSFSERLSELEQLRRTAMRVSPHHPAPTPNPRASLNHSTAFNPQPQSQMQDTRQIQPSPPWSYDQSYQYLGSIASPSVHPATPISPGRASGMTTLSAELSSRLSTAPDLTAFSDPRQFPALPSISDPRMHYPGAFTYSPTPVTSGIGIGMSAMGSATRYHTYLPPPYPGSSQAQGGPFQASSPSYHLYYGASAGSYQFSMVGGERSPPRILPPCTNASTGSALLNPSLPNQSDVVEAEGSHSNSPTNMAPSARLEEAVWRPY
Target sequence (Q13951 whole entry, looked up): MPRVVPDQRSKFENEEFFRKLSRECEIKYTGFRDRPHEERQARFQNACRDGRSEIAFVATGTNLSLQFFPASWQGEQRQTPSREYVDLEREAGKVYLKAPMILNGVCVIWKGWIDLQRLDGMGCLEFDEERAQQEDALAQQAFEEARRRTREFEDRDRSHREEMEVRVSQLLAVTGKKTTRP
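Inhibition was taken as any reduction in AlphaScreen signal from the CBF-beta–RUNX1 pair (His and biotin tags, 30 nM each), measured after compound (15 min) and bead (90 min) incubations at room temperature.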
L3MBTL1 inh = qHTS Assay for the Inhibitors of L3MBTL1 | AlphaScreen L3MBTL1–H3K9me1 peptide binding | Potency, µM (series often up to 57.1 µM), without a hit: at the highest dose activity, negative = inhibition, usual class: inhibitors | Lethal(3)malignant brain tumor-like protein 1 (Homo sapiens), Q9Y468 | AID 485360, 2010 | actives 0.66% (n = 230,000); note: potency is the fitted concentration of half-maximal effect; % is set by controls: 0 for no effect and ±100 for the full control effect; nearly all actives have a fitted effect of over 60% in size
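L3MBTL1 (50 nM) pre-complexed 30 min with biotinylated H3(1-15)K9me1 peptide (75 nM), then compounds added for 30 min at room temperature; AlphaScreen streptavidin donor/nickel chelate acceptor beads (10 ug/mL final) read after 30 min dark incubation.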
HTT aggregate = qHTS Multiplex Assay to Identify Dual Action Probes in a Cell Model of Huntington: Aggregate Formation (GFP); PC12 HttQ103-GFP aggregates, Acumen cytometry, 40 h; Potency, µM (highest dose often 46.1 µM), inactives show at the highest dose activity change, negative = inhibition, usual class: inhibitors; actives 1.1% (n = 220,000); AID 1688, 2009; note: potency is the fitted concentration of half-maximal effect; % is set by controls: 0 for no effect and ±100 for the full control effect; nearly all actives have a fitted effect of over 60% in size
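Read-out: GFP aggregate count by laser scanning cytometer (488 nm excitation, 500-530 nm emission, 1–25 µm objects >6 SD above background). Cells: PC12, inducible HTTex1-Q103-GFP, 100 nM tebufenozide; compounds titrated.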
NPSR antagonist = qHTS Assay for Antagonists of the Neuropeptide S Receptor: cAMP Signal Transduction; actives 1% (n = 220,000); AID 1461, 2008; CHO-NPSR cells, cAMP TR-FRET, antagonist mode; Potency, µM (top dose mostly 38.3 µM), inactives show top-dose activity change, negative = inhibition, most hits filed as inhibitors; note: potency is the fitted concentration of half-maximal effect; % is set by controls: 0 for no effect and ±100 for the full control effect; nearly all actives have a fitted effect of over 50% in size; many of its hits are not listed in these tables
Target sequence (Q6W5P4 whole entry, looked up): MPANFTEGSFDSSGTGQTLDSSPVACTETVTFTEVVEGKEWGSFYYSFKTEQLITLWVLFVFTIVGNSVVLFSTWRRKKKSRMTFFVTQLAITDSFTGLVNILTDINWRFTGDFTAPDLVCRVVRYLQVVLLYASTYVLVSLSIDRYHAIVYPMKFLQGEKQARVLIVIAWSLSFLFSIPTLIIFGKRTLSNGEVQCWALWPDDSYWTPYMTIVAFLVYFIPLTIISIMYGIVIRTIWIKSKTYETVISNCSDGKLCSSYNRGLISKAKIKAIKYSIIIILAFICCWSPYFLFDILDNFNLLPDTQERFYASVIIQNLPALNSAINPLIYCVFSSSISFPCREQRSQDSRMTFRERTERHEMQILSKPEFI
KinaseGlo FLuc = Counterscreen for Luciferase (Kinase-Glo TM) Inhibition; Kinase-Glo luciferase, ATP luminescence, 8 min; Potency, µM (titrated, usually from 38.3 µM), for the others: at the highest dose activity change, negative = inhibition, usual class: inhibitors; actives 0.28% (n = 200,000); AID 1379, 2008; note: potency is the fitted concentration of half-maximal effect; % is set by controls: 0 for no effect and ±100 for the full control effect; nearly all actives have a fitted effect of over 60% in size
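Light output from Kinase-Glo luciferase with luciferin and 10 uM ATP in 50 mM imidazole pH 7.2, KCl, MgCl2, Tween 20, BSA; compound pin-delivered, 8-min ambient incubation, then luminescence read.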
IMPase Li inh = qHTS Assay for Identifying the Cell-Membrane Permeable IMPase Inhibitors: Potentiation with Lithium | Potency, µM (highest dose often 59.4 µM), without a hit: top-dose activity, negative = IMPase inhibition, most hits filed as inhibitors | actives 0.35% (n = 210,000) | CHO-M1 cells, IP1 TR-FRET (IP-One), carbachol + lithium | AID 1457, 2008;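 note: IP1 builds up when IMPase is blocked and the TR-FRET signal falls; potency is the fitted concentration of half-maximal effect; plate controls were basal vehicle for no effect and high inhibitor control for full effect; nearly all actives have a fitted effect of over 50% in size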
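IP1 accumulation measured by competitive TR-FRET in lysed CHO-M1 cells after 30 min compound exposure at 37C, with a small lithium addition to potentiate weak responses. Hill-equation AC50 from ratio and donor-channel data.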
Epigenetic reg = Quantitative High-Throughput Screen for Regulators of Epigenetic Control; murine LDR cells, GFP reporter derepression, 30 h; Potency, µM (doses to about 53.9 µM), without a hit: at the highest dose GFP activation, usual class: activators; actives 0.2% (n = 280,000); note: potency is the fitted concentration of half-maximal effect; % of control where 0% means no effect; nearly all actives have a fitted effect of over 60% in size
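GFP-positive cell count by laser-scanning cytometry (objects 20–120 um) after 30 h, 37 C compound exposure of murine LDR cells; reporter is CMV-GFP integrated at a silenced locus, inducible by HDAC or DNMT inhibitors.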
Starred values were filed as active, the others as inactive; u = inconclusive; x = not tested or not shown; & = joins results of further samples; [ ] = remark or other dose. Calls come from the whole dose curve; as a rule, active = well fitted curve in the direction sought with a large enough effect; inconclusive = small, poorly fitted or top-dose-only effect, or another doubt; inactive = no such curve, though single readings can be large; an effect the other way counts as inactive or inconclusive.

mol	Epigenetic reg	NPSR antagonist	KinaseGlo FLuc	IMPase Li inh	HTT aggregate	L3MBTL1 inh	CBFb RUNX1 block
O=C(CNC(=O)c1ccncc1)N/N=C/c1cc(Br)ccc1O	-1.1%	14%	1%	-5%	u	12%	-4%
CC(c1ccco1)N(C(=O)c1ccccc1NS(=O)(=O)c1ccc(Cl)c([N+](=O)[O-])c1)c1ccccn1 (stereo unspecified)	0.0%	-45%	3%	11%	-24%	-2%	-12%
CC(NC(=O)COC(=O)c1ccc2c(c1)S(=O)(=O)N=C1CCCCCN12)C12CC3CC(CC(C3)C1)C2 (stereo unspecified)	0.0%	-10%	5%	7%	u	4%	2%
N#CCSc1nnc(-c2ccccc2O)n1CCc1ccccc1	2.1%	-6%[46.1 µM]	0%	14%[38.3 µM]	-9%	x	0%
CC(C)(C)n1nnnc1CN1CCN2CCCC2C1 (stereo unspecified)	-3.4%	4%[46.1 µM]	1%	18%	-16%	-1%	3%
CCOc1cc(/C=N/Nc2nn3cnnc3c3ccccc23)ccc1O	1.2%	u	x	x	2%[9.22 µM]	-1%	4%
CCOC(=O)NC(=O)/C(C#N)=C\Nc1sccc1C(=O)OC	-1.3%	-3%	-2%	-1%	8%[9.22 µM]	-3%	-5%
O=C(CSc1nc2ccccc2c(=O)n1CCCN1CCOCC1)c1c[nH]c2ccccc12	1.1%	-56%	1%	15%	-7%	-10%	-2%
Cc1ccc2oc3c(c(=O)c2c1)C(c1cccc(O)c1)N(c1ccccn1)C3=O (stereo unspecified)	0.0%	10µM*	-3%	52%[activator][38.3 µM]	-3%	27%	5%
CC(C)CC(=O)N1CCC(O)(CS(=O)(=O)c2ccc(Cl)c(Cl)c2)CC1	0.9%	8%	-2%	4%	-10%	17%	-12%

Next part.
mol	Epigenetic reg	NPSR antagonist	KinaseGlo FLuc	IMPase Li inh	HTT aggregate	L3MBTL1 inh	CBFb RUNX1 block
O=C(Nc1ccc(Cl)c(Cl)c1)OCc1cncs1	0.8%	8%[46.1 µM]	-2%	13%[38.3 µM]	11µM*	x	11%
CC1Cc2ccccc2N1C(=O)c1cc2sccc2n1Cc1ccccc1 (stereo unspecified)	-0.7%	-10%[46.1 µM]	-3%	39%[activator][38.3 µM]	u	x	11%
CN(CC(CC(=O)O)c1ccccc1)S(=O)(=O)c1ccc(Br)cc1 (stereo unspecified)	-1.8%	-11%[46.1 µM]	-1%	8%[38.3 µM]	5%	x	0%
O=C(CCc1ccc(O)cc1)N/N=C/c1coc2ccccc2c1=O	-1.7%	8%	x	x	6%[9.22 µM]	u	-2%
CC(=O)N1CCc2cc(S(=O)(=O)NC(CC(C)C)C(=O)Nc3cc(C(=O)O)ccc3C)ccc21 (stereo unspecified)	-3.2%	-8%[46.1 µM]	3%	17%[38.3 µM]	-9%	11%	28%
CCC(=O)Nc1c(-c2ccc(OC)cc2)c(=O)c2ccccc2n1C	0.0%	2%[46.1 µM]	-6%	15%[38.3 µM]	-1%	x	1%
Clc1ccc(OCCN2CCCCC2)c(Cl)c1	-0.2%	3%[46.1 µM]	-1%	33%[activator][38.3 µM]	9%[9.22 µM]	x	-1%
Clc1ccc(Br)cc1-c1nc(-c2ccncc2)no1	-1.1%	-10%[46.1 µM]	-2%	4%[38.3 µM]	u	-1%	4%
COc1cccc(C2=NOC(C(=O)Nc3ccc4c(c3)OCO4)C2)c1 (stereo unspecified)	1.2%	-6%	-1%	19%	-9%	x	-2%
c1ccc2c(c1)CN1CCCC1=N2	-1.2%&-0.1%	x	-2%&0%	6%&25%	x	x	x

New compounds follow.
mol	Epigenetic reg	NPSR antagonist	KinaseGlo FLuc	IMPase Li inh	HTT aggregate	L3MBTL1 inh	CBFb RUNX1 block
Cc1ccc(Nc2nnc(SCn3nnc4ccccc4c3=O)s2)cc1	0.0%	4%[46.1 µM]	3%	29%[38.3 µM]	8%[9.22 µM]	x	-14%
N=c1n(Cc2ccccc2Cl)c2ccccc2n1CC(O)c1ccco1 (stereo unspecified)	-3.5%	-8%	3%	11%	-5%[9.22 µM]	-13%	1%
COc1cccc(CNC(=O)C2=Cc3cccc(OC)c3OC2)c1	-3.1%	-12%	0%	6%	-15%	x	0%
O=C(Nc1cnn(Cc2ccccc2)c1)c1nc2ncccn2n1	-0.4%	-7%[46.1 µM]	0%	2%[38.3 µM]	-9%	10%	0%
Cc1ccc(-n2nnnc2SCC(=O)Nc2ccccc2N2CCCCC2)cc1C	-1.6%	-32%[46.1 µM]	-1%	-1%[38.3 µM]	-4%	11%	9%
CCOC(=O)C(C)Sc1ncc(OC)c(=O)[nH]1 (stereo unspecified)	2.0%	7%[46.1 µM]	3%	14%[38.3 µM]	9%	13%	11%
COC(=O)C1C(=O)/C(=C/N(C)C)C(=O)CC1(C)C (stereo unspecified)	-1.3%	u	-1%	3%	24%	x	0%
Cc1ccc(C)c(S(=O)(=O)N2CCN(CC(=O)Nc3cc(C)on3)CC2)c1	-1.4%	-12%[46.1 µM]	-3%	-7%[38.3 µM]	8%	x	1%
CSc1nc(C)c(C(=O)C[n+]2ccccc2C)cc1C#N	5.2%	-9%[7.67 µM]	x	x	-11%[9.22 µM]	-3%	5%
CCCCC(=O)NNC(=S)NC(=O)c1ccc([N+](=O)[O-])cc1	6.1%	19%	-2%	1%	-19%	-1%	3%

The listing continues:
mol	Epigenetic reg	NPSR antagonist	KinaseGlo FLuc	IMPase Li inh	HTT aggregate	L3MBTL1 inh	CBFb RUNX1 block
O=C(CNC(=O)C1CCCCC1)OCn1nnc2ccccc2c1=O	6.1%	3%	-1%	-13%	-4%	18%	7%
CCCCN(CC)CCNC(=O)CNC(=O)Cn1ccc2ccccc2c1=O	-2.4%	8%	2%	u	11%	11%	-2%
OCCNc1nc(N2CCCC2)nc(N2CCCC2)n1	-1.0%	9%	0%	11%	-13%	-7%	1%
Cc1cccc2cc(C#N)c(SCC(=O)N3CCC(C)CC3)nc12	5.1%	u	-3%	-3%[38.3 µM]	5%	-3%	5%
O=C(CCc1nc2ccccc2[nH]c1=O)OCC(=O)c1cccc2ccccc12	4.9%	2%[46.1 µM]	2%	6%[38.3 µM]	6%[9.22 µM]	x	-12%
COc1ccc(OC)c(/C=N/NC(=O)c2cc3c(OC)cc(OC)cc3[nH]2)c1	-1.0%	33%	x	x	15%[9.22 µM]	-1%	10%
Cc1cc(C)c2[nH]c(=O)c(C(c3nnnn3Cc3ccc4c(c3)OCO4)N3CCCCC3)cc2c1 (stereo unspecified)	3.9%	-18%[46.1 µM]	1%	25%[38.3 µM]	-12%	x	-4%
CS(=O)(=O)N1CCN(c2ccccc2[N+](=O)[O-])CC1	4.1%	20%	2%	5%	u	3%	1%
O=C(Cn1c[n+](CC(=O)c2ccc([N+](=O)[O-])cc2)cn1)c1ccc([N+](=O)[O-])cc1	0.0%&0.9%	1%&7%	x	x	1%&-9%[9.22 µM]	x	7%&-11%
CCc1c(C(=O)NC2CCCCC2)[nH]c(C)c1C(C)=O	2.8%	-6%[46.1 µM]	2%	-3%[38.3 µM]	-10%	28%	-6%

Next section.
mol	Epigenetic reg	NPSR antagonist	KinaseGlo FLuc	IMPase Li inh	HTT aggregate	L3MBTL1 inh	CBFb RUNX1 block
Cc1cccc(N(C(=O)c2csnn2)C(C(=O)NC(C)(C)C)c2cccs2)c1 (stereo unspecified)	2.1%	-12%[46.1 µM]	-2%	-16%[38.3 µM]	14%	7%	2%
O=C(CSc1nnc(-c2ccco2)o1)NC1CC2CCC1C2 (stereo unspecified)	0.0%	-11%[46.1 µM]	-2%	16%[38.3 µM]	15%	3%	1%
Cc1cc(C(=O)CSc2nnc(-c3ccco3)o2)c(C)n1-c1ccc2c(c1)OCCO2	-1.7%	-17%[46.1 µM]	12%	-14%[38.3 µM]	8.9µM*	-12%	u
Cn1c(=O)c2c(nc(CN3CCC(C(N)=O)CC3)n2Cc2ccccc2Cl)n(C)c1=O	3.2%	-9%[46.1 µM]	-1%	5%[38.3 µM]	-6%[9.22 µM]	4%	-1%
COC(=O)c1ccc(C(NC(=O)OCc2ccccc2)/C(=C/[C@@H](C)C(=O)NCc2ccncc2)c2cccnc2)cc1 (stereo partly specified)	0.8%	x	3%	-9%	x	x	-16%
CCCCN(CCCC)CCNC(=O)Cc1nc2c(c(=O)[nH]c(=O)n2C)n1C	-3.0%	-20%[46.1 µM]	4%	16%[38.3 µM]	6%	-2%[11.4 µM]	4%
COc1ccccc1/C=C/C(=O)NCc1ccccn1	-4.5%	-2%	1%	-6%	5%	4%	5%
COc1ccc(C2Nc3ccccc3C(=O)N2Cc2ccccc2)cc1COc1ccccn1 (stereo unspecified)	-1.1%	u	-1%	11%[38.3 µM]	u	23%	2%
COc1ccc(C(=O)OCCOc2ccccc2C(C)=O)c(O)c1	-1.4%	-11%	5%	18%	-14%	34%[activator]	12%
CC(Sc1nncs1)C(=O)NCc1ccc2c(c1)OCO2 (stereo unspecified)	-4.0%	-7%[46.1 µM]	-4%	-8%[38.3 µM]	-7%	36%[activator]	10%

New compounds follow.
mol	Epigenetic reg	NPSR antagonist	KinaseGlo FLuc	IMPase Li inh	HTT aggregate	L3MBTL1 inh	CBFb RUNX1 block
COc1ccc(C(=O)Nc2cccc(-c3ccc4nncn4n3)c2)cc1	2.6%	-2%	1%	-9%	12%	x	-1%
COC(=O)C1(C)C=C2C(=C(c3ccccc3)C(=O)C2C)CN1 (stereo unspecified)	0.4%	x	1%	-9%	x	x	-2%
CCOC(=O)C1CCCN(C2CC(=O)N(c3ccccc3)C2=O)C1 (stereo unspecified)	-1.0%	10%	1%	8%	15%	8%	6%
Cc1cccc(N2CCN(C(=S)c3ccc([N+](=O)[O-])cc3)CC2)c1	5.7%	-4%	-1%	23%	-9%	u	-5%
CCOC(=O)C1CCN(C(=O)/C(C)=C\c2ccccc2)CC1	2.1%	-6%	3%	3%	24%	-2%[11.4 µM]	3%
CN(C)S(=O)(=O)c1cccc(C(=O)N=C2N=C3C=CC(Cl)=CN3Cc3ccccc32)c1	0.5%	-29%	x	x	-8%[9.22 µM]	58%[activator]	9%
O=C(c1cc(-c2ccc(Cl)cc2)n(-c2ccc(Cl)cc2)n1)N1CCOCC1	-1.1%	-27%[46.1 µM]	-1%	16%[38.3 µM]	-18%	0%	-7%

This is a subset, so the mix of outcomes need not match the whole.
